PAFAH1B2 FP inh – PAFAH1B2 (human) inhibition | P68402 | recombinant PAFAH1B2, FP-rhodamine activity probe, fluorescence polarization | inhibition, % at 3.39 µM | hit rate 1.2% among 340,000 | AID 492953;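 active = inhibition above the mean of all tested compounds plus 3 SD, cut at about 24% in these data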;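 also: 0% = enzyme with DMSO and 100% = wells lacking PAFAH1B2; many of its hits are not listed in these tables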
Target sequence (P68402 whole entry, looked up): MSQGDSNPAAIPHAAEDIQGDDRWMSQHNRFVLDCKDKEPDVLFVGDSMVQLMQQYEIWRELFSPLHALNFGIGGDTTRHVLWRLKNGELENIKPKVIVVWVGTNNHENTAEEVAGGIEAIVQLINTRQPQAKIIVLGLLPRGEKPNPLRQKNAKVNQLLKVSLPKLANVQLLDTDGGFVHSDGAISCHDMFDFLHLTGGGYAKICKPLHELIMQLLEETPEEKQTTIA
Fam108B inh – counter-screen for RBBP9 inhibitors: inhibitors of mouse Fam108B; recombinant Fam108B, FP-Rh probe fluorescence polarization; inhibition, % at 9.51 µM; hit rate 0.33% among 300,000;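 active = inhibition above the screen mean inhibition plus 3 SD, computed separately per campaign, cut at about 18% in these data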;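 also: inhibitors lower polarization as less probe binds the enzyme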
PME-1 primary – blocks human protein phosphatase methylesterase 1; Q9Y570; recombinant PME-1, FP-Rh probe fluorescence polarization; inhibition, % at 5.9 µM; hit rate 0.53% among 320,000; AID 2130;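 active = inhibition above the campaign mean of all compounds plus 3 SD, cut at about 26% in these data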;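 also: competitive labeling of PME-1 active site by serine hydrolase directed probe; 0% = PME-1 with DMSO and 100% = wells lacking PME-1 enzyme; inhibitors block probe labeling so polarization falls and inhibition rises; many of its hits are not listed in these tables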
AHR activator – activators of human aryl hydrocarbon receptor; hit rate 2.5% among 320,000; AHR-responsive luciferase reporter cells, luminescence; activation, % at 5 µM; P35869; in the data active = activation above about 47%;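 also: 0% = vehicle wells and 100% = reference agonist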
Target sequence (P35869 whole entry, looked up): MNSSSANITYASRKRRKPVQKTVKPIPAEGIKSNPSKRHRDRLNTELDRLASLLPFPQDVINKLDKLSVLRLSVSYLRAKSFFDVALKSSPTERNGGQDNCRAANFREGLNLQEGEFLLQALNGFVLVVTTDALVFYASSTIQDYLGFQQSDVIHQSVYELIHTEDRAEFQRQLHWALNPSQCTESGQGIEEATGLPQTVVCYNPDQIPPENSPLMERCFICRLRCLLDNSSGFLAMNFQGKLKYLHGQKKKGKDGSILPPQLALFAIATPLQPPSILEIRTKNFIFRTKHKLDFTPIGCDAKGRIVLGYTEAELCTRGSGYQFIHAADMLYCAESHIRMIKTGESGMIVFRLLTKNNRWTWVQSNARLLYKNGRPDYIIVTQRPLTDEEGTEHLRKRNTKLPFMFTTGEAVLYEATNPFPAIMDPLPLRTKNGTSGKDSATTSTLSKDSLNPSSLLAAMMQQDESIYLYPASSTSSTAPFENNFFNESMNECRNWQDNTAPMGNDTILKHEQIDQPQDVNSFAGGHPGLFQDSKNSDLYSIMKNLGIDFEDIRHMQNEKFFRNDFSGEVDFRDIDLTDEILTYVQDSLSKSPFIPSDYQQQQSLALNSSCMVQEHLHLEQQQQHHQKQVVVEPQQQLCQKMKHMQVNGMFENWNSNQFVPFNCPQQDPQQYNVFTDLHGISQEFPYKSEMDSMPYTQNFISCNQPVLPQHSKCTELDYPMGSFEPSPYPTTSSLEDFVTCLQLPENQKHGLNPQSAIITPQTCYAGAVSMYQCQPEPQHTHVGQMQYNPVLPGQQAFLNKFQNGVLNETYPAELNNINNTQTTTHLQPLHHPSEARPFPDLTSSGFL
GLD-1 TGE inh – GLD-1-TGE RNA interaction inhibition (C. elegans); Q17339; inhibition, % at 5.96 µM; AID 2280; purified GLD-1 + fluorescein TGE RNA, fluorescence polarization; hit rate 0.44% among 320,000;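 active = percent inhibition above a per-plate cutoff, the plate mean of test compounds plus 3 SD, cut at about 30% in these data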;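 also: 0% = DMSO wells with GLD-1 and probe and 100% = wells lacking GLD-1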
BCLXL inh – Bcl-xL (human) inhibition; GST-Bcl-xL / FITC-Bim BH3 peptide fluorescence polarization; inhibition, % at 10.9 µM; AID 2129; hit rate 0.7% among 320,000; Q07817;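 active = inhibition above the mean of all tested compounds plus 3 SD, cutoff set per campaign, cut at about 30% in these data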;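 also: 0% = DMSO wells and 100% = unlabeled Bim-BH3 peptide competitor; inhibitors lower millipolarization by displacing the labeled peptide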
pPAFAH FP inh – inhibitors of human plasma PAF acetylhydrolase (pPAFAH); Q13093; recombinant pPAFAH, FP-rhodamine probe fluorescence polarization; inhibition, % at 3.39 µM; hit rate 1.5% among 330,000;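 active = inhibition above the mean inhibition across the screen plus 3 SD, cut at about 25% in these data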;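 also: inhibitors block binding of the rhodamine activity-based probe so polarization drops; 0% = enzyme with DMSO and 100% = wells lacking pPAFAH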
MCL1-BIM inh – disrupts human MCL1 binding to BIM-BH3 peptide; Q07820; GST-MCL1 / FITC-Bim-BH3 fluorescence polarization; inhibition, % at 10.9 µM; hit rate 0.68% among 320,000; AID 2057;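 active = inhibition above the mean inhibition of all tested compounds plus 3 SD, set per campaign, cut at about 40% in these data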;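 also: 0% = DMSO wells and 100% = unlabeled Bim-BH3 peptide control; higher means more loss of mP so more displacement of Bim peptide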
MEX-5 binding – C. elegans MEX-5 TCR-2 RNA binding activity; Q9XUB2; hit rate 0.38% among 300,000; activity score (negative = inhibition of binding), % at 10 µM; MEX-5/FITC-TCR2 RNA binding, fluorescence polarization; active compounds read low;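 active = inhibition past about -25% in most replicates, and total fluorescence under double the plate's negative control median, limit read from the data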;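 also: 0% = DMSO and -100% = 5 µM competing unlabeled TCR2 RNA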
* hit, by the source's call; . = no result given; & = joins results of further samples. This is a subset (hit frequency here may not be typical).

SMILES	PAFAH1B2 FP inh	Fam108B inh	PME-1 primary	AHR activator	GLD-1 TGE inh	BCLXL inh	pPAFAH FP inh	MCL1-BIM inh	MEX-5 binding
C=CCSc1n[nH]c(-c2ccc(OCCC)cc2)n1	3	-6	-3	-3	-2	0	6	2	0.2
COc1cc(CCC(=O)OCn2nnc3ccccc3c2=O)cc(OC)c1OC	-1	1	-5	1	-8	0	9	2	0.4
Cc1ccc(S(=O)(=O)NC(=O)Nc2cc(C)no2)cc1	6	6	0	0	3	4	5	2	-2.2
COc1ccc(C)cc1N(CC(=O)N1CCCC1)S(C)(=O)=O	4	0	-7	1	-3	4	1	11	2.4
Cc1nn(Cc2ccccc2)c(C)c1C(=O)NCCN1C(=O)S/C(=C\c2ccc(F)cc2)C1=O	2	5	-13	1	-5	-5	3	-23	-0.3
COc1ccc(NC(=O)CN(C)C(=O)c2cc(-c3ccc(Cl)cc3)nc3ccccc23)cc1	17	-8	-3	5	6	-10	2	-16	1.0
Cc1cc(NC(=O)COc2nnc(-c3ccccc3)c3ccccc23)no1	-3	1	5	0	-1	3	-1	-2	.
CCn1c(O)c(N=NC(=O)CNC(=O)/C=C/c2ccco2)c2ccccc21	8	5	1	4	1	8	1	8	-11
Cc1cc(Cl)c(S(=O)(=O)N2CCCC2)cc1OCC(N)=O	-5	-2	3	-1	4	-1	2	-5	0.0
COc1cc(=O)[nH]c(SC(C)C(=O)Nc2ccc3ccccc3c2)n1 (stereo unspecified)	3	-1	-4	14	2	0	-1	-1	0.4
C[C@@]12CC(=O)NC1N(C(=O)c1ccccc1)C(c1ccccc1OC(=O)c1ccccc1)C2 (stereo partly specified)	1	4	1	1	1	4	6	1	-2.9
COc1ccc(CN2CCNC(=O)C2CC(=O)NCCCn2cccn2)cc1C (stereo unspecified)	-3	3	0	-1	9	19	2	12	-1.1
COc1ccc(Cl)cc1N1C(=O)CN(Cc2cc(OC)c(OC)c(OC)c2)C1=S	-2	-1	1	0	-3	-9	2	-6	0.0
COc1ccc(C(CNC(=O)C2CC2)N(C)C)cc1 (stereo unspecified)	-1	2	3	0	12	7	4	7	0.7
CCSc1nc(O)cc(=O)[nH]1	5	2	1	6	4	8	-1	5	0.0
COc1cc2c(cc1OC)C(C)N(C(C)=O)CC2 (stereo unspecified)	3	-4	-7	1	8	6	1	-1	-0.5
CCOC(=O)CCNC(=O)N1CCCC(C(=O)c2cc(C)c(OC)c(C)c2)C1 (stereo unspecified)	4	1	-6	0	5	0	3	0	0.4
CC(C)Nc1nc2n(c(=O)n1)CCN2C(C)C	5	-3	0	0	-3	3	-2	-4	-3.3
Cc1ccc(NC(=O)COc2coc(CN3CCc4ccccc4C3)cc2=O)cc1Cl	0	2	3	-1	0	7	3	4	3.0
CCC(=O)NCc1c(C)c(C)n(Cc2ccccc2)c1-n1cccc1	28*	1	-1	1	0	7	5	-2	1.4
CCOC(=O)N1CCN(C(=O)CN(c2cccc(C(F)(F)F)c2)S(=O)(=O)c2ccccc2)CC1	1	-7	-5	-1	-5	6	2	4	1.1
CC(C)Oc1ccc(OCCCN2CCCCCC2)cc1	5	-1	-2	2	1	3	2	8	3.5
O=C(C1CC1)N1CCN(C(c2ccccc2)c2ccccc2)CC1	2	-6	-2	-1	3	4	1	2	-3.9
Cc1cc(C)cc(NC(=S)N2C3CCCC2CC(NC(=O)C2CC2)C3)c1 (stereo unspecified)	1	-2	2	3	1	2	0	5	1.2
CCc1ccc(C(=O)COC(=O)CNC(=O)Cc2ccccc2)cc1	4	4	-12	3	1	6	6	6	4.0
COc1cc2c(cc1C1NC(=S)NC(C)=C1C(N)=O)CCCC2 (stereo unspecified)	4	-2	4	2	-2	3	-2	14	2.7
CCOC(=O)c1c(C)c(C(=O)NCc2ccco2)c(C)n1Cc1ccccc1	-3	1	0	0	-1	-1	13	2	-0.7
COc1ccc(C2CC(c3ccccc3)=NN2C(=O)COC(=O)C2CC2)cc1 (stereo unspecified)	5	-1	-4	-2	0	-5	3	-6	1.4
CCC(C(=O)NCCc1c[nH]c2ccc(C)cc12)c1ccccc1 (stereo unspecified)	4	-3	11	6	-2	-4	7	-4	0.7
COc1cc(CN2CCCCCC2)cc(OC)c1OC	2	-8	-6	-1	1	1	2	9	3.3
N#CC(C(=O)NC1CCCCC1)=C1CCCCC1	-1	-3	1	22	5	-5	-12	-5	-0.5
O=S(=O)(NCC(c1cccnc1)N1CCc2ccccc2C1)c1ccccc1 (stereo unspecified)	-1	0	-1	4	5	5	3	8	1.7
COC(=O)c1ccc(CSc2nnc3n(Cc4ccccc4OC)c(=O)c4ccccc4n23)o1	1	-3	9	-3	-4	-10	-3	-2	3.0
O=C(O)CCCN=CC1=C(O)CNC1=O	6	-1	-6	1	-2	1	-9	-4	-0.2
Cc1ccc(COCCN2CCN(S(=O)(=O)c3ccccc3)CCC2=O)cc1	1	-3	5	1	0	8	9	10	-0.7
Cc1cccc(/C=N/NC(=O)Cc2cccs2)c1	5	4	2	7	1	9	9	11	0.2
CCN1C(=O)[C@H]2[C@@H](c3ccc(Cl)cc3)N3C(=O)CN(CCOC)C(=O)[C@@]3(C)[C@H]2C1=O	2	3	3	0	4	2	-2	3	1.4
O=C(NCc1ccccc1)C(c1ccncc1)N(C(=O)c1csnn1)c1cccc(F)c1 (stereo unspecified)	3	1	2	0	7	5	7	8	1.4
Cc1cccc(S(=O)(=O)Nc2nc3ccccc3nc2Nc2cccc(C(=O)O)c2)c1	-3	8	-2	5	3	6	15	0	-2.5
COc1ccc(N(CC(=O)NN=C2CCN(C)CC2)S(=O)(=O)c2ccc(NC(C)=O)cc2)cc1	0	1	-3	1	9	-1	2	3	-2.9
CC(C)OC(=O)CN1CCN(S(=O)(=O)c2cc(Cl)ccc2Cl)CC1	3	-3	-1	1	1	6	1	0	.
CCOC(=O)COc1ccc(Br)cc1C1NC(=O)NC(C)=C1C(=O)NCc1ccccc1 (stereo unspecified)	2	1	3	8	5	2	0	6	0.5
Nc1ncnc(Oc2cccc3cccnc23)c1[N+](=O)[O-]	0	0	2	5	3	-5	5	4	-1.1
C=CCN1c2ccccc2[C@]23C[C@@H](C(=O)OC)N(C(=O)c4ccc(Br)cc4)C2=NC(C(=O)OC)=C(C(=O)OC)[C@H]13	-1	-2	3	7	1	5	-5	5	1.0
CC(NC(=O)COC(=O)c1ccc(N(C)C)cc1)c1ccccc1 (stereo unspecified)	7	3	6	0	6	9	33*	13	4.1
CCc1nnc(NC(=O)CSc2nnc3c4ccccc4n(C)c3n2)s1	5	0	3	9	-1	7	-1	10	-1.5
CCOC(=O)C(NC(=O)NC1CCCCC1)(c1ccccc1)C(F)(F)F (stereo unspecified)	1	-2	5	0	-4	-4	0	1	1.5
Cc1cc(C)nc(NCc2ccc(Cl)cc2)n1	7	-5	2	-6	6	-3	2	1	3.3
CCc1cc2c(=O)[nH]c(COC)nc2s1	3	7	9	2	3	6	3	2	1.2
C=CCn1cc(-c2cccc(C(F)(F)F)c2)cc(C#N)c1=O	4	0	2	6	1	8	2	8	-0.2
Cc1cnc(C(=O)N2CCCC(N3CCN(c4cccc(C(F)(F)F)c4)CC3)C2)cn1 (stereo unspecified)	-4	-2	2	2	5	4	7	0	-0.1
Cc1nc(=O)c(-c2ccccc2)c(C)n1CCCCCC(=O)O	2	0	-1	0	4	-1	-4	-7	0.6
CCC(=O)Nc1cccc2c1C(=O)N(C)C2=O	0	1	0	-1	10	9	-5	12	0.7
Cc1cccc(Nc2nc(NCc3ccco3)nc(N3CCOCC3)n2)c1	1	-1	-2	10	9	4	4	2	1.5
COc1ccc(Oc2coc3c(CN4CCOCC4)c(O)ccc3c2=O)cc1	-1	4	6	-1	5	6	2	16	3.0
COc1cc(S(=O)(=O)NC2CCCCC2C)ccc1F (stereo unspecified)	6	-2	11	-2	-4	3	10	-2	0.0
Cc1ccccc1C(C(=O)NCc1ccco1)N(CC1CCCO1)C(=O)Cn1nnc2ccccc21 (stereo unspecified)	-1	0	2	9	-3	1	1	-4	-1.5
Cc1ccc(-c2nc3cccnc3s2)cc1NS(=O)(=O)c1cccs1	2	-2	17	59*	-3	-4	19	-4	-3.4
O=C(O)c1ccc(-c2ncc[nH]2)cc1	1	-2	-5	0	-10	-5	-7	-7	1.4
Cc1ccc(S(=O)(=O)C(C)C(=O)c2ccc3c(c2)OCCO3)cc1 (stereo unspecified)	2	1	5	3	2	4	4	5	0.4
Remaining list, next part.
SMILES	PAFAH1B2 FP inh	Fam108B inh	PME-1 primary	AHR activator	GLD-1 TGE inh	BCLXL inh	pPAFAH FP inh	MCL1-BIM inh	MEX-5 binding
Cc1ccc2c(c1)N(CC(=O)N1CCC(C)CC1)C(=O)c1cccnc1O2	4	-2	4	-1	3	5	5	4	0.2
CCOC(=O)c1sc2ncnc(OC)c2c1C	-2	3	2	4	-4	6	0	6	2.6
COc1ccccc1N1CCN(C(=O)c2cc(-c3cccc(Cl)c3)on2)CC1	2	5	2	0	3	-2	8	-6	-3.2
COc1ccc(N(CC(=O)NCCSc2ccc(C)cc2)S(=O)(=O)c2ccccc2)c(OC)c1	27*	-1	-1	-2	5	-3	8	-9	0.6
Cc1ccc(S(=O)(=O)CC(=O)N2CCN(c3ccc(F)cc3)CC2)cc1	13	-3	-1	-1	-1	4	6	2	-1.1
CC(Oc1ccc(Cl)cc1Cl)c1ccnc2nc(N3CCOCC3)nn12 (stereo unspecified)	-2	1	-1	4	11	3	7	-3	-1.0
Cc1ccc(OCCNc2cc(N3CCN(CCO)CC3)ccc2[N+](=O)[O-])cc1C	7	4	6	2	11	1	10	0	-3.4
CCOC(=O)C1=C(C)NC(C)=C(C(=O)OCC)C1C(=O)OCC(=O)NC(C)C	-2&5	1	1	6	6	6	3	4	1.3
CC[C@@]1(C(=O)OC)N[C@H](CN(C)C(=O)C2CCCCC2)[C@@H]2C(=O)N(C)C(=O)[C@@H]21	3	.	.	1	4	.	2	.	.
O=C(O)C[C@H]1c2ccc(C(F)(F)F)cc2S(=O)(=O)N1Cc1ccccc1	5	2	3	1	6	-2	2	0	1.9
Cc1nn(Cc2ccccc2Cl)c(C)c1C(=O)NC1=NCCS1	0	-1	2	9	-7	0	2	-2	0.8
COc1ccccc1N(C)S(=O)(=O)c1ccc(Cl)c(C(=O)OCc2c(C)noc2C)c1	-3	3	7	13	7	-2	1	-12	-1.3
Cn1ccnc1C(=O)C1CCCN(Cc2cn[nH]c2-c2ccc(-c3ccccc3)cc2)C1 (stereo unspecified)	4	0	4	6	5	0	1	4	0.2
CC(=O)N1CCCc2cc(S(=O)(=O)N3CCN(C4CCCCC4)CC3)ccc21	2	-1	2	1	-4	7	-2	4	0.5
CC1(C)CC(=O)C2=C(C1)OC(N)=C(C#N)C2c1cn(-c2ccccc2)nc1-c1ccc(F)cc1 (stereo unspecified)	2	-1	1	2	-3	-4	12	2	2.1
O=C(O)C(Cc1c[nH]c2ccccc12)N1C(=O)C2C3c4ccccc4C(c4ccccc43)C2C1=O (stereo unspecified)	4	0	5	9	3	1	8	-4	1.1
